Ecoli WT expand: E. coli BW25113 growth inhibition, expanded screen | growth inhibition, % at 100 µM | AID 710 | 0.15% of 98,000 active | OD600 absorbance;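 active = growth inhibition above about 50% at one test dose, limit read from the data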;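 also: growth measured after 20 h incubation at 37 °C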
S1P2 agonist: agonists of human S1P2 receptor; S1P2-expressing cell line, agonist reporter read-out; activation, % at 4.5 µM; 0.46% of 97,000 active; in the data active = activation above about 16%;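 also: 0% = vehicle low control and 100% = maximal reference agonist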
Target sequence (O95136 whole entry, looked up): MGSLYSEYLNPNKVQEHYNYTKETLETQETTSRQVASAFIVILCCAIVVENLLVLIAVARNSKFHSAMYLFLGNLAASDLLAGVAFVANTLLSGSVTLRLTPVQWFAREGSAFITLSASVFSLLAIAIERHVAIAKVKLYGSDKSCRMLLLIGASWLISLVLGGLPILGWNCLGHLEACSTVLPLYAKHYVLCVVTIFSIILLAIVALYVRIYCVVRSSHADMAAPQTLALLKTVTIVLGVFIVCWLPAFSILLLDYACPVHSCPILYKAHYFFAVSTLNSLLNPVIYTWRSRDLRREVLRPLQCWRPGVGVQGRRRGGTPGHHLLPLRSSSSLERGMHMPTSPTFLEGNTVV
PostGolgi ctrl: yeast control strain growth, post-Golgi counter-screen; efflux-deficient yeast background strain, growth absorbance A615, 16 h; inhibition, % at 10 µM; 5% of 98,000 active
CD11b adhes inh: CD11b/CD18-fibrinogen binding inhibition | P05107+P11215 | K562 CD11b/CD18 adhesion to fibrinogen, ATPlite luminescence; Mn2+ added to activate the integrin | inhibition, % at 10 µM | 0.54% of 93,000 active | AID 1497;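 active = primary inhibition of 50% or more at 10 µM, then 40% or more on retest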; also: some results filed as inactive read as strong as hits
PLAP activator: human PLAP activation | AID 696 | activation fold at 20 µM | 1.2% of 96,000 active | purified PLAP enzyme, luminescent substrate read-out; active compounds read high | P05187; in the data active = activation fold above about 2
sEH inhibitor: blocks human soluble epoxide hydrolase activity. P34913. recombinant human sEH enzymatic activity assay. inhibition, % at 2 µM. 0.34% of 91,000 active; in the data active = inhibition above about 80%; also: values of inactives mirror those of a sister screen read the other way; many of its hits are not listed in these tables
Target sequence (P34913 whole entry, looked up): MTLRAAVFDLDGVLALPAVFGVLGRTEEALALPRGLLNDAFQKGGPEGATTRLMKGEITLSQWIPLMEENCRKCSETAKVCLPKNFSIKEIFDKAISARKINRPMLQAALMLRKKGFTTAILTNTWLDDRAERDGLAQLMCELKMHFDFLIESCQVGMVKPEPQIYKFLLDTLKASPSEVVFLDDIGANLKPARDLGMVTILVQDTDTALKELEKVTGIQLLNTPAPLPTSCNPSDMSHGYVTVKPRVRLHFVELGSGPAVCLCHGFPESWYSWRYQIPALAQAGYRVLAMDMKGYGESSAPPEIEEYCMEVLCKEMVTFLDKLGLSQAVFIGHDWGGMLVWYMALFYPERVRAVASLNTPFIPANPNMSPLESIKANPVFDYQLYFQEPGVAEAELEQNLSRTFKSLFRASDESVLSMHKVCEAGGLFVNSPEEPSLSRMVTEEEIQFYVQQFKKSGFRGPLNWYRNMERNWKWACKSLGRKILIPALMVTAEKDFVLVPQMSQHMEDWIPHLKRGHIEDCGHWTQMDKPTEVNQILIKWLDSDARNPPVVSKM
S1P2 antag: antagonists of human S1P2 receptor; inhibition, % at 5 µM; AID 736; 0.21% of 97,000 active; cell-based S1P2 antagonist assay, inhibition at 5 uM; in the data active = inhibition above about 45%;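 also: CRE beta-lactamase reporter cells expressing human S1P2 stimulated with S1P; 0% = agonist at EC80 alone and 100% = agonist plus reference antagonist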
sEH act: increases human soluble epoxide hydrolase activity. activation, % at 2 µM. purified human sEH enzymatic activity, activator screen. P34913. 0.04% of 91,000 active; in the data active = activation above about 37%; also: values of inactives mirror those of a sister screen read the other way
PostGolgi yeast: growth inhibition of a yeast mutant, post-Golgi transport screen; inhibition, % at 10 µM; post-Golgi transport phenotypic cell assay; 0.9% of 98,000 active; AID 739;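 also: yeast cells grown in 1536-well plates; yeast grown about 18 h at 30C before absorbance read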
The depositor's hits bear a star; . = no result given. Rule as the data show it, unless noted: active = inhibition above about 30%; inactive = the rest. Compounds as they come. About 7.1% of those tested had a hit in this group.

SMILES | Ecoli WT expand | S1P2 agonist | PostGolgi ctrl | CD11b adhes inh | PLAP activator | sEH inhibitor | S1P2 antag | sEH act | PostGolgi yeast
CC(C)Cc1c(O)nc(SCCN2CCOCC2)[nH]c1=O | -2 | -4 | 12 | -2 | 1 | -15 | 5 | 13 | -2
CCS(=O)(=O)N1CCN(C(=O)c2cc(OC)cc(OC)c2)CC1 | -4 | -11 | 31* | -7 | 0.9 | 5 | 2 | -4 | 2
O=C(CSc1ncn[nH]1)c1ccc2c(c1)OCCO2 | 7 | 0 | -1 | -24 | 0.9 | 8 | -21 | -4 | -4
Nc1nonc1C(=O)NCCc1ccccc1 | 7 | -6 | -10 | 11 | 0.8 | 8 | 5 | -9 | 14
OC1(c2cccc(C(F)(F)F)c2)CCNCC1 | 0 | -6 | 0 | -2 | 0.8 | -13 | 14 | 12 | -16
O=C(COc1ccccc1Cl)Nn1cnnc1 | -6 | -7 | 9 | -2 | 1 | 6 | 14 | -4 | 4
O=C(O)CCCC(=O)NCCCc1ccccc1 | -1 | -5 | 20 | -3 | 1.1 | 1 | -7 | 0 | -1
O=C(Nc1ccc(Br)c(Cl)c1)c1ccco1 | 5 | 0 | 12 | -4 | 0.9 | 18 | -25 | -13 | 27
Cc1cc(NC(=O)CCC(=O)N(Cc2ccco2)C2(C(=O)NC3CCCCC3)CCN(C)CC2)no1 | 3 | -8 | -1 | -16 | 1.6 | 3 | 7 | -4 | -11
O=C(Nc1cc2c3c(c1)C1CCCC1CN3CC1CCCC21)c1ccccc1 (stereo not drawn) | 2 | -6 | 9 | -2 | 0.8 | 14 | 6 | -12 | 2
c1csc(CSc2nnc3sc4ccccc4n23)c1 | . | -5 | . | . | . | 12 | 7 | -8 | .
Cc1cccc(-n2c(C)nc3sccc3c2=O)c1 | 1 | -5 | 1 | 1 | 1 | 8 | 3 | -7 | -1
O=C(CSCc1nc2ccccc2[nH]1)N1CCN(c2cccc(Cl)c2)CC1 | -5 | -4 | 24 | 3 | 1.3 | 9 | -7 | -7 | -5
COc1ccc(-c2c3c(=O)n(C)c(=O)n(C)c3cn2-c2cccc(OC)c2)cc1 | -1 | -5 | 13 | -17 | 1.3 | 2 | 8 | -6 | -6
N/C(=N\O)C1COc2ccccc2O1 (stereo not drawn) | 2 | -8 | 23 | 21 | 0.9 | 5 | 9 | -6 | -2
CCOC(=O)c1sc(NC(=O)c2ccncc2)nc1C | . | -5 | . | . | . | 6 | -7 | -1 | .
O=C1CC(N2CCC(c3nc4ccccc4o3)CC2)C(=O)N1c1ccc(Cl)c(C(F)(F)F)c1 (stereo not drawn) | -8 | -4 | 18 | -4 | 1 | -3 | 16 | 6 | -2
CN(C)Cc1ccc(O)c(CCc2ccccc2)n1 | 2 | -5 | 17 | . | . | 3 | 6 | -4 | 8
CC1CCN(c2ccccc2NC(=S)NC(=O)c2ccc(-c3cccc([N+](=O)[O-])c3)o2)CC1 | -28 | -3 | -1 | 10 | 1.1 | 2 | 9 | -3 | -5
O=C(/C=C/c1ccc([N+](=O)[O-])cc1)NCCSc1ccccc1 | 9 | -7 | -5 | 8 | 0.7 | 20 | 13 | -21 | -7

Brought forward from above: six entries, followed by the next part.
SMILES | Ecoli WT expand | S1P2 agonist | PostGolgi ctrl | CD11b adhes inh | PLAP activator | sEH inhibitor | S1P2 antag | sEH act | PostGolgi yeast
N/C(=N\O)C1COc2ccccc2O1 (stereo not drawn) | 2 | -8 | 23 | 21 | 0.9 | 5 | 9 | -6 | -2
CCOC(=O)c1sc(NC(=O)c2ccncc2)nc1C | . | -5 | . | . | . | 6 | -7 | -1 | .
O=C1CC(N2CCC(c3nc4ccccc4o3)CC2)C(=O)N1c1ccc(Cl)c(C(F)(F)F)c1 (stereo not drawn) | -8 | -4 | 18 | -4 | 1 | -3 | 16 | 6 | -2
CN(C)Cc1ccc(O)c(CCc2ccccc2)n1 | 2 | -5 | 17 | . | . | 3 | 6 | -4 | 8
CC1CCN(c2ccccc2NC(=S)NC(=O)c2ccc(-c3cccc([N+](=O)[O-])c3)o2)CC1 | -28 | -3 | -1 | 10 | 1.1 | 2 | 9 | -3 | -5
O=C(/C=C/c1ccc([N+](=O)[O-])cc1)NCCSc1ccccc1 | 9 | -7 | -5 | 8 | 0.7 | 20 | 13 | -21 | -7
CC(=O)NCCNC(=O)CCNC(=O)c1ccc(Cl)cc1 | 1 | 0 | 2 | -2 | 0.8 | -10 | -20 | 13 | -7
Cc1noc(C)c1S(=O)(=O)N1CCC(C(=O)N2CCN(C3CCCC3)CC2)CC1 | 1 | -9 | -2 | . | 1.5 | -1 | 8 | 4 | 9
COc1ccc(O)c(C(=O)/C=C/c2cc3ccccc3o2)c1 | . | -2 | . | . | . | -13 | 3 | 12 | .
CC(=O)C(C)Oc1ccc2c3c(c(=O)oc2c1)CCCCC3 (stereo not drawn) | -2 | -3 | 15 | -15 | 0.9 | -2 | 2 | 2 | 1
Cc1ccc(C)c(Cn2c(=O)n(CCCC(=O)NCc3ccco3)c(=O)c3sccc32)c1 | -7 | -6 | 7 | 4 | 0.7 | 4 | -3 | -7 | 17
O=S(=O)(NCCCO)c1ccc2c(c1)Cc1cc(S(=O)(=O)NCCCO)ccc1-2 | 7 | -6 | 6 | 2 | 1 | 6 | 9 | -5 | -19
Cc1ccc(-n2cc3c(=O)n(C)c(=O)n(C)c3c2)cc1C | -2 | -1 | -4 | -10 | 0.8 | -1 | -20 | 0 | 8
CCOc1ncnc2c1oc1nc(CC(C)C)c3c(c12)CC(C)(C)OC3 | -10 | -7 | 12 | . | 1.1 | 0 | -10 | 0 | 5
COc1ccc(-c2nnc(SCCC(=O)O)n2-c2ccccc2)cc1OC | 5 | -4 | 4 | 2 | 1.4 | 16 | -19 | -13 | -2
CC(NS(=O)(=O)c1ccc(CCC(=O)N2CCN(C)CC2)cc1)c1ccccc1 (stereo not drawn) | 7 | -9 | 2 | 13 | 1.4 | -14 | 5 | 19 | 4
COc1ccc(-c2ccc(-c3noc(-c4cccc(OC)c4)n3)c(OC)n2)cc1 | -14 | -6 | -3 | 1 | 1.1 | . | 10 | . | 6
CC1(C)CC(=O)C2=C(C1)N(c1ccccc1)C(N)=C(C#N)C2c1ccccc1 (stereo not drawn) | -5 | -2 | 5 | . | . | 1 | 2 | -5 | 4
COc1ccc(OC)c2[nH]c(=O)c(CCNC(=O)c3ccc(S(=O)(=O)N4CCCCC4)cc3)cc12 | 8 | . | -8 | 1 | 1 | . | . | . | 3
CCOC(=O)c1c(NC(=S)NC(=O)c2ccco2)sc2c1CCCC2 | -15 | 1 | 3 | -21 | 1 | 1 | 13 | -2 | -10
O=C(Nc1cccc(F)c1)NC1CC2CCCC(C1)N2C1CC1 (stereo not drawn) | -1 | -6 | -2 | -5 | 1 | 84* | 19 | -84 | -6
Cc1cccc(N2C(=O)CC(N3CCC(c4nc5ccccc5[nH]4)CC3)C2=O)c1 (stereo not drawn) | -5 | -6 | 6 | -32 | 1.1 | -3 | -10 | 3 | -4
Cc1cnc(C(=O)Nc2ccccc2-n2cccc2)cn1 | 6 | -2 | 8 | 3 | 1 | -16 | -3 | 19 | -5
Cc1ccc(CNC(=O)CC2C(=O)Nc3c2c(=O)n(C)c(=O)n3Cc2ccccc2)cc1 (stereo not drawn) | 4 | -5 | 1 | 3 | 1.3 | 2 | 10 | -2 | 7
CCOc1ccc(C(C)=O)cc1N1C(=O)C2C3C=CC(C3)C2C1=O (stereo not drawn) | -3 | -5 | -3 | -5 | 1 | -11 | -16 | 11 | -1
CCOC(=O)N1CCN(Cc2ccccc2Cl)CC1 | -10 | -13 | 1 | 3 | 1.1 | -2 | -18 | 3 | 25
Cc1cccc(NC(=O)CSc2nnc(Cn3nnc(-c4ccccc4)n3)n2-c2ccccc2)c1 | -6 | -3 | 11 | 0 | 0.9 | -9 | 17 | 9 | -4
CC1=C(C(=O)OCC(C)C)C(c2ccc(F)cc2)NC(=O)N1 (stereo not drawn) | 4 | 1 | 33* | 11 | 0.9 | . | 17 | . | 3
O=C(CSc1nnnn1C1CCCC1)Nc1cccc(NC(=O)c2ccco2)c1 | 3 | -2 | 5 | -6 | 0.9 | 22 | -1 | -24 | 5
CCc1c(O)nc(SCC(=O)NC(C)(C)C)n(-c2ccccc2)c1=O | 6 | -7 | -1 | . | 1.1 | . | 6 | . | -5
O=C(Oc1ccccc1N1C(=O)C2CCCCC2C1=O)c1ccc(Cl)cc1 (stereo not drawn) | -3 | -3 | 12 | -10 | 1.1 | -12 | 6 | 15 | 14
Cc1ccc(-n2ncc3c(=O)n(CC(=O)N4CCCCCC4)cnc32)cc1 | -1 | -3 | 1 | -1 | 1 | -12 | 5 | 14 | 3
CC(C)(C)c1nnc(NC(=O)C2CCN(c3ncccn3)CC2)s1 | -9 | -6 | 8 | -2 | 1 | 10 | -13 | -11 | 0
COc1ccc(C(=O)N2c3ccccc3CC2C)cc1OC (stereo not drawn) | 5 | -3 | 0 | 2 | 1.1 | -5 | 1 | 5 | 14
O=C(CN(C(=O)Cn1nnc(-c2cccs2)n1)c1ccc2c(c1)OCCO2)NCc1ccccc1 | -2 | -4 | 6 | 37 | 2.1* | 4 | 4 | 0 | -2
COc1ccc(CNC(=O)c2cnc3cc(C)ccn3c2=O)cc1 | 2 | -1 | 15 | -8 | 1 | -2 | -13 | 1 | -16
CC(=O)Oc1cc2c(C(=O)NCCN3CCOCC3)c(C)oc2c2ccccc12 | 9 | 0 | -2 | -15 | 1.5 | 1 | -7 | -1 | -3
COCCNC(=O)COc1ccc(Oc2ccccc2)cc1 | 1 | -11 | 9 | . | 0.9 | -6 | -9 | 8 | 5
O=C(Cn1[nH]c(=O)c2ccccc2c1=O)Nc1ccc(-c2nnc3n2CCCCC3)cc1 | 10 | -4 | -11 | -2 | 1.8 | 17 | -8 | -16 | 0
COC(=O)c1[nH]c2ccccc2c1NS(=O)(=O)c1ccc(OC)cc1OC | -3 | -2 | 12 | -49 | 1 | 2 | 5 | 2 | -4
CN=C(C)c1c(O)c2ccccc2oc1=O | -3 | -3 | 18 | -10 | 0.9 | 3 | -9 | -6 | 20
c1ccc(C2CC(c3cccs3)n3nnnc3N2)cc1 (stereo not drawn) | 2 | -3 | 9 | . | 0.8 | 9 | 13 | -7 | 5
O=S(=O)(c1ccccc1)N1N=C(c2cccs2)CC1c1ccc(F)cc1 (stereo not drawn) | -2 | -5 | 28 | 4 | 1.1 | 14 | 25 | -12 | 5
CCc1nn(C)c(-c2n[nH]c(=S)n2N)c1Cl | 11 | -5 | 9 | 6 | 1.2 | -2 | 18 | 4 | -3
CC(C)C[C@H](NC(=O)N1CCN(c2ccccc2)CC1)C(=O)O | 3 | -3 | 4 | -3 | 1.1 | 14 | 17 | -17 | 3
Cc1ccc(C(C#N)c2ccc(C(=O)c3ccc(F)cc3)cc2)cc1 (stereo not drawn) | -17 | 0 | 19 | 95 | 0.5 | 4 | 0 | -5 | -8
Cc1cnc(C(=O)OCC(=O)c2csc(N3CCCCC3)n2)cn1 | 28 | -4 | -2 | 5 | 1.2 | . | 7 | . | 12
O=C(c1cc2ccccc2o1)N1CCN=C1SCc1cccnc1 | -8 | -7 | 11 | -9 | 0.8 | -11 | 19 | 10 | -3
COc1ccccc1NC(=O)c1ccc(COc2ccccc2OC)o1 | 6 | -1 | 19 | -18 | 0.9 | -1 | -15 | 2 | -3
COc1ccc(OC)c(N2C(=O)C(Cl)=C(N3CCOCC3)C2=O)c1 | -5 | -2 | -3 | 0 | 1.3 | 0 | -6 | 0 | 5
CCCOc1ccc(-c2nnc(N)s2)cc1 | 0 | -1 | 18 | -10 | 0.6 | -14 | 5 | 9 | -30
Cc1nc2sc(C(c3ccco3)N3CCc4ccccc4C3)c(O)n2n1 (stereo not drawn) | . | -4 | . | . | . | -2 | -1 | 2 | .
O=C(Nc1nc(-c2cc(Cl)sc2Cl)cs1)c1ccc(Br)s1 | -10 | 1 | -8 | 4 | 0.6 | -1 | 4 | 3 | -10
O=C1c2ccccc2-c2nc3ncnn3c(-c3ccccc3)c21 | . | -2 | . | . | . | -2 | -23 | 2 | .
Cn1nc(C(=O)OCCN2C(=O)c3ccccc3C2=O)c2ccccc2c1=O | -1 | -2 | -1 | 2 | 1.2 | 4 | -11 | -2 | -7
